High-throughput results (PubChem)
CD40 NFkB inh: CD40 pathway inhibition in BL2 cells; AID 1053188; inhibition, % at 10 µM; 0.94% of 83,000 active; BL2 NF-kB luciferase reporter, CD40L-induced, 4 h;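 active = mean inhibition of at least 50% with a set share of replicates also reaching that level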;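 also: 0% = neutral control wells and 100% = IKK inhibitor VII at 50 µM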
The depositor's hits bear a star; & = joins results of further samples; [ ] = another dose, or the depositor's remark.

SMILES	CD40 NFkB inh
COc1ccc(CCCNC(=O)C2(C)Cc3c(-c4ccc(C(N)=O)cc4)ccnc3O2)cc1 (stereo not drawn)	8.7
Cc1cccc(C)c1NC(=O)CN(C)C(=O)c1cccc(-n2cccc2)c1	-26.7
C(=C\c1nc(-c2cccnc2)no1)/c1ccccc1	-101.6
O=C(NCc1cccs1)C1CC1	6.0
C[C@H](CO)N1C[C@H](C)[C@@H](CN(C)Cc2ccc(Cl)c(Cl)c2)Oc2ccc(NS(=O)(=O)c3ccc(Cl)cc3)cc2CC1=O	14.4
COc1ccc(CCNC(=O)COc2cccc3c2OC(C)(C)C3)cc1OC	-0.4
N#CCN(CC#N)C(=O)C1c2ccccc2Oc2ccccc21	6.3
O=Cc1cnc(N2CCN(c3ccccc3)CC2)s1	-19.0
O=C1CCCCC1Sc1nnc(Nc2ccccc2)s1 (stereo not drawn)	-107.9
CCCCNC(=O)COC(=O)c1cc(Br)ccc1Cl	1.2
CN(C[C@H]1[C@@H](c2ccc(C3=CCCC3)cc2)[C@@H](CO)N1CCC(F)(F)F)S(C)(=O)=O	2.4[25 µM]
O=c1nc2onnc2c(C=NO)[nH]1	1.7

An excerpt of these results, field by field:
O=Cc1cnc(N2CCN(c3ccccc3)CC2)s1
  CD40 NFkB inh: -19.0

N#CCN(CC#N)C(=O)C1c2ccccc2Oc2ccccc21
  CD40 NFkB inh: 6.3

O=C1CCCCC1Sc1nnc(Nc2ccccc2)s1 (stereo not drawn)
  CD40 NFkB inh: -107.9

(continued)
SMILES	CD40 NFkB inh
O=S(=O)(Nc1ccc(-c2ccc3nncn3n2)cc1)c1ccccc1F	10.1
O=C(COC(=O)c1cc(-c2cccs2)nc2ccccc12)NC1CCS(=O)(=O)C1 (stereo not drawn)	1.3
O=C(CNCc1ccccc1)NCCCN1CCCC1=O	-2.8
COc1ccc(NC(=O)NCCc2ccc(Cl)cc2)cc1OC	-4.1
O=C(CSc1nc2ccccc2c(=O)n1-c1ccc(F)cc1)NC1CCS(=O)(=O)C1 (stereo not drawn)	-3.1
CN1CCN(C(=O)C[C@@H]2CC[C@@H]3[C@H](COc4ccc(NC(=O)C5CCC5)cc4C(=O)N3C)O2)CC1	-0.1
CC[N+]1(C)CCC(O)(c2ccc(OC)cc2)C(C(=O)c2ccc(OC)cc2)C1 (stereo not drawn)	97.2*
CCCc1ccc(OCC(=O)O)cc1	11.2
Cc1noc(C)c1COc1cccc(C(=O)Oc2ccc3c(c2)OCO3)c1	-17.5
CC(=NNC(=O)c1cccc(S(=O)(=O)N2CCOCC2)c1)c1ccc(Cl)cc1	-2.3
CC(=O)c1ccc(S(=O)(=O)N2CCNC(=O)C2)cc1	2.5
N#Cc1c2n(c3c(=O)n(Cc4ccccc4)cnc13)CCCC2	3.6
O=c1c([N+](=O)[O-])c(N2CCOCC2)c2ccccc2n1-c1ccccc1	11.2
O=C(Nc1ccc(-c2nc3ccccc3[nH]2)cc1)c1ccco1	-35.9
CC(C)Oc1ccc(CNC2CCOC(C)(C)C2)cc1 (stereo not drawn)	25.3
C/C=C/c1ccc([C@H]2[C@@H](CNC(C)=O)N(C(=O)Cc3ccncc3)[C@H]2CO)cc1	0.1[25 µM]
Cc1nc(-c2ccc(S(=O)(=O)N3CCCCCC3)cc2)cs1	-43.0
Cc1c(NC(=S)Nc2ccc(Cl)cc2)c(=O)n(-c2ccccc2)n1C	-9.0
C=CCSc1nc2ccccc2n1C(=O)/C=C/c1ccc(OC)c(OC)c1	18.1
Cc1cc(-c2cc(C(=O)O)c3ccccc3n2)c(C)s1	-3.5
O=c1c2ccccc2cnn1-c1ccc2ccccc2c1	-7.1
CCOC(=O)c1c(N)sc(C(=O)Nc2ccccc2F)c1C	-25.6
CSc1nc2cc(S(=O)(=O)N3CCOCC3)ccc2s1	-16.5
CC(=O)Nc1ccc(S(=O)(=O)N(C)CC(=O)OCC(=O)N2CCCC2=O)cc1	10.0
COc1cc(C(=O)N2CCN(S(=O)(=O)c3ccc(Cl)cc3)CC2)ccc1OCC(=O)N1CCOCC1	11.9
CCOC(=O)c1c(NC(=O)Cn2cnc([N+](=O)[O-])n2)sc2c1CCCC2	12.5
Cc1ccc2cc(C(=O)O)c(C)nc2c1	5.1
O=C(Nc1cccc(Cl)c1)N1[C@@H]2CNC[C@H]1C2c1ccc(/C=C/c2ccccc2)cc1 (stereo partly drawn)	6.6&0.8[25 µM]
CCc1nnc(NC(=O)c2ccc(S(=O)(=O)N(C)c3ccccc3)cc2)o1	2.5
COc1ccc(NC(=O)c2cc(C)nc3ccccc23)cc1S(=O)(=O)N1CCOCC1	-12.9
CO[C@@H]1CN(C)C(=O)c2ccc(NC(=O)NC3CCCCC3)cc2OC[C@@H](C)N(CC2CCOCC2)C[C@H]1C	9.7
COC(=O)c1ccc(S(=O)(=O)N2CCN(C)CC2)n1C	7.4
COc1ccc(N2CCN(c3nccs3)CC2)cc1	-53.6
O=C(CN1CCCc2ccccc21)NC(=O)NCc1ccco1	-40.9
Cc1ccc(SCc2ccc(C(=O)N3CCCC3)cc2)cc1	-34.8
Cc1cc(NC(=O)C(C)SCC(=O)N(C)CC(=O)Nc2ccc(F)cc2)no1 (stereo not drawn)	-8.7
CCC1(c2ccccc2)NC(=O)N(CC(=O)Nc2ccc3c(C)cc(=O)oc3c2)C1=O (stereo not drawn)	-22.5
COc1ccc(NC(=O)CN(C)C(=O)c2ccccc2CCc2ccccc2)cc1	3.2
O=C(COC(=O)c1ccc(Br)o1)Nc1ccc(N2CCOCC2)cc1	4.0
COc1ccc(C(=O)NNC2=NCCCCC2)cc1	1.2
O=C(CN1C(=O)NC2(CCCCCC2)C1=O)N1CCN(c2ccccc2)CC1	2.9
CCC(=O)Nc1cc(Cl)ccc1C(=O)O	2.4
O=C(N[C@H]1CC[C@@H](CCNC(=O)C2CCCC2)O[C@H]1CO)c1ccccn1	2.6
CSc1nc2ccc(S(=O)(=O)N3CCCC3)cc2s1	-8.4
Cc1ccc(NC(=O)CSc2nnc3ccc(-c4ccncc4)nn23)cc1	-1.7
COc1ccc(C(=O)COC(=O)c2ccccn2)cc1OC	-29.2
CN(CC(=O)N1CCc2ccccc21)S(=O)(=O)c1cccs1	-92.7
O=S(=O)(Cc1ccccc1)N1CCCCN2[C@H](C1)[C@H](c1ccc(-c3ccc(F)cc3)cc1)[C@@H]2CO	13.9[25 µM]
O=C(CCC(=O)NC1CCCCC1)Nc1cccnc1	18.4
O=C(NCCCN1CCCC1=O)c1cccc(C(F)(F)F)c1	8.9
Cc1ccc(CNC(=O)c2cccc(-n3cnnn3)c2)cc1	15.8
O=C(COC(=O)Cc1ccc(Br)cc1)NC1CCCC1	9.4
CCCNS(=O)(=O)c1cc2c(cc1Br)CCN2C(=O)CC	1.9
Cc1cccc(N(C)S(=O)(=O)c2ccc3c(c2)NC(=O)CC(=O)N3)c1	3.0
CCCN1C(=O)c2cc(C(=O)NC3CCCCCC3)ccc2C1O (stereo not drawn)	-40.4
Cc1c(C(=O)Nc2ccccc2)sc2ncn(CC(=O)N3CCCCC3)c(=O)c12	4.2
CC1(C)Cc2c(sc3nc(-c4cccs4)n(N)c(=O)c23)CO1	-48.0
COc1ccc(C(=O)OCC(=O)NCC2CCCO2)cc1[N+](=O)[O-] (stereo not drawn)	15.1
O=[N+]([O-])c1ccc(Sc2ccccn2)nc1	-12.5
COc1ccc2nc(C)cc(Nc3cccc(C(=O)O)c3)c2c1	4.8
Following part:
SMILES	CD40 NFkB inh
CC(=O)NC[C@@H]1[C@H](c2ccc(C3=CCCC3)cc2)[C@H](CO)N1C(=O)NC(C)C	1.2
N#C[C@H]1[C@H](c2ccc(C#Cc3ccc(F)cc3)cc2)[C@@H](CO)N1C(=O)C1CCCC1	58.9*
O=C(NCCCN1CCOCC1)c1ccc(Sc2ccc(F)cc2)c([N+](=O)[O-])c1	6.8
CCN(CC)S(=O)(=O)c1ccc(Br)c(OC)c1	6.0
CCc1nnc(NC(=O)CCC(=O)NCCc2ccccc2)s1	24.8
CN(C[C@H]1N[C@@H](CO)[C@@H]1c1ccc(-c2cccc(F)c2)cc1)S(C)(=O)=O	-11.6[25 µM]
CC(=O)c1cccc(NC(=O)c2cnn(-c3ccccc3)c2C)c1	-34.7
O=C(C[C@H]1CC[C@H](NC(=O)Nc2cc(F)ccc2F)[C@@H](CO)O1)NCc1ccccn1	11.6
CO[C@@H]1CN(C)C(=O)c2cc(NC(C)=O)ccc2OC[C@H](C)N(Cc2ccncc2)C[C@H]1C	4.6[25 µM]
COc1cc(OC)cc(C(=O)N[C@H](C(=O)NNC(=O)c2ccc(Br)cc2)C(C)C)c1	-11.4
CC(C)(COC(=O)Nc1ccccc1)COC(=O)Nc1ccccc1	-10.4
COc1ccc(C(=O)OCC(=O)NCc2ccc3c(c2)OCO3)cc1S(=O)(=O)N1CCOCC1	-2.2

Given with each value named: part of the list above
molecule: O=C(NCCCN1CCOCC1)c1ccc(Sc2ccc(F)cc2)c([N+](=O)[O-])c1
  CD40 NFkB inh: 6.8
molecule: CCN(CC)S(=O)(=O)c1ccc(Br)c(OC)c1
  CD40 NFkB inh: 6.0
molecule: CCc1nnc(NC(=O)CCC(=O)NCCc2ccccc2)s1
  CD40 NFkB inh: 24.8
molecule: CN(C[C@H]1N[C@@H](CO)[C@@H]1c1ccc(-c2cccc(F)c2)cc1)S(C)(=O)=O
  CD40 NFkB inh: -11.6[25 µM]

Further entries.
SMILES	CD40 NFkB inh
Cc1ccc(S(=O)(=O)N2CCN(C(=O)COC(=O)c3cccc(Cl)c3)CC2)c(C)c1	-3.6
CCC(C)[C@H](NC(=O)NCc1ccccc1Cl)C(=O)O (stereo partly drawn)	9.3
O=C(NCC[C@@H]1CC[C@@H](NC(=O)c2ccncc2)[C@@H](CO)O1)Nc1ccc(Cl)cc1	-30.8[25 µM]
Cc1cc(NS(=O)(=O)c2ccc(NC(=O)c3ccoc3C)cc2)nc(C)n1	3.2
Oc1ccc(Cl)cc1Cc1cc(Cl)ccc1O	25.2
Cc1ccccc1-c1ccc(C2[C@@H]3CN(S(=O)(=O)Cc4ccccc4)C[C@H]2N3)cc1 (stereo partly drawn)	29.6[25 µM]
Cn1c(C(=O)O)cc2cc(F)ccc21	-3.5
CCCNC(=O)N1[C@H](CNC(=O)c2cccc(F)c2)[C@H](c2ccccc2)[C@@H]1CO	-3.1[25 µM]
Cc1nn(-c2ccccc2)c2nc(N)c(C#N)c(-c3ccc(F)cc3)c12	35.8
COc1ccc(N2CCN(C(=O)COC(=O)CNC(=O)c3cccc(OC(F)F)c3)CC2)cc1	4.3
CC(C)(CNC(=O)c1ccc(-c2cccc(C(F)(F)F)c2)o1)N1CCOCC1	-8.2
OC(C#CCN1CCCC1)c1ccccc1 (stereo not drawn)	1.5
Cc1ccc(S(=O)(=O)N2CCN(C(=O)COC(=O)CC(C)c3ccccc3)CC2)c(C)c1 (stereo not drawn)	-3.4
CC(C)CC#Cc1ccc([C@@H]2[C@@H](CO)N3CCCCN(C(=O)Nc4ccccc4)C[C@H]23)cc1	30.9[25 µM]
CC(=O)OC(C(=O)NCCN1CCOCC1)c1c(F)cccc1F (stereo not drawn)	8.0
Cc1cc(NC(=O)c2c(Br)c(C)nn2C)no1	17.6
CCN(CC)CCNC(=O)c1cc2c(s1)-c1ccccc1SC2	-2.4
Nc1ccccc1S(N)(=O)=O	-2.1[25 µM]
O=c1[nH]c(Cc2ccccc2)nc2c1oc1ccccc12	17.9
O=C(CC12CC3CC(CC(C3)C1)C2)N1CCCOC1	2.9
COc1ccc(NC(=O)Nc2cccc3c2O[C@@H](CN(C)C(=O)NC2CCCCC2)[C@H](C)CN([C@H](C)CO)C3=O)cc1	-10.1[25 µM]
CS(=O)(=O)N(CC(=O)NCCC1=CCCCC1)c1ccc2c(c1)OCO2	4.0
O=C(Nc1nnc(SCc2ccc(F)cc2)s1)C1CC(=O)N(Cc2ccccc2)C1 (stereo not drawn)	1.6
CCOc1ccccc1C(=O)NC(C(=O)N(C)c1c(N)n(Cc2ccccc2)c(=O)[nH]c1=O)C(C)C (stereo not drawn)	3.7
COc1ccc(-c2ccccc2[C@@H]2[C@@H](C#N)N(C(=O)C3CCC3)[C@H]2CO)cc1	-8.5[25 µM]
Cc1ccc(S(=O)(=O)N(C)c2c(C)ccc(S(N)(=O)=O)c2C)cc1	-5.5
Cc1noc(C)c1C(=O)NC(C)C12CC3CC(CC(C3)C1)C2 (stereo not drawn)	2.5
Cc1ccc(S(=O)(=O)N2CCC3(CC2)OCCN3S(=O)(=O)c2cccs2)cc1	7.4
Cc1ccccc1-c1ccc2c(c1)O[C@H](CN(C)C(=O)Nc1ccc(C(F)(F)F)cc1)[C@@H](C)CN([C@H](C)CO)S2(=O)=O	25.6[25 µM]
CCc1nc(C)ccc1OCC(=O)N1CCc2c([nH]c3ccccc23)C1c1ccccn1 (stereo not drawn)	15.9
CC(=O)c1c(C(C)=O)c(C)n(Cc2ccc3c(c2)OCO3)c1C	2.5
CN(C)c1cccc(N(C)C)c1CNC(=O)C(C)(C)C	6.1
CCCCOC(=O)Nc1nnc(CC)s1	-54.0
CO[C@H]1CC[C@H]2CCN(C)C(=O)CCCN(C)C(=O)c3cc(C#N)ccc3OC[C@H]1O2	6.4[25 µM]
CN(C)c1ccc(C(=N)Cc2ccc3ccccc3n2)cc1	-28.4
Cn1ncc2c(=O)[nH]cnc21	2.3
COc1ccc(NC(=O)N2CCCCN3[C@H](CO)[C@H](c4ccc(C#Cc5ccccn5)cc4)[C@H]3C2)cc1	-14.0[25 µM]
CC(Sc1nnnn1C1CC1)C(=O)Nc1cccc(S(=O)(=O)N2CCOCC2)c1 (stereo not drawn)	0.3
O=C(OCC(=O)N(C1CCCCC1)C1CCCCC1)c1cnccn1	3.8
CCNC(=O)[C@@H]1[C@@H](CO)[C@@H]2Cn3c(ccc(-c4ccccc4)c3=O)[C@@H]2N1C(=O)Cc1cccnc1	-2.4[25 µM]
CCC(=O)Nc1ccc2c(c1)C(=O)N(C)C[C@@H](OC)[C@H](C)CN[C@H](C)CO2	-6.1
COc1ccc(S(=O)(=O)NCC(c2ccco2)N2CCc3ccccc3C2)cc1 (stereo not drawn)	-25.8

Some of the compounds tested; the hit share may differ from the screen's.
